# Screens deposited in PubChem by National Center for Advancing Translational Sciences (NCATS).
# Pin1 inhibitor: inhibitors of human Pin1; Pin1 FP peptide displacement, HiFluor488, 10 min; Potency, µM (top dose mostly 115 µM), inactives show at the top dose activity, negative = inhibition, hits mostly inhibitors; 390,000 compounds, 0.009% hits; active means well fitted inhibition curve with a large enough effect in the polarisation, with a control signal flat, not every such curve was filed as active; inconclusive means small, poorly fitted or top-dose-only effect, or effect the other way, or a change in a side signal; inactive means no such curve, though single readings can be large or run the other way; the % refers to the polarisation; further: on the % scale 0 is the no-effect control and ±100 the full control effect
# ERG Ets-DNA blk: inhibitors of human ERG Ets domain-DNA interaction | 370,000 compounds, 0.028% hits | fluorescence polarization, His-ERG Ets domain / labelled DNA | Potency, µM (top dose mostly 76.9 µM), without a hit: at the highest dose FP activity, negative = inhibition, actives largely listed as inhibitors | AID 624246; active means well fitted inhibition curve with a large enough effect in the polarisation, with a control signal flat; inconclusive means small, poorly fitted or top-dose-only effect, or effect the other way, or a change in a side signal; inactive means no such curve, though single readings can be large or run the other way; the % refers to the polarisation;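 further: polarization taken with two DNA probes labelled with fluorescein and Texas red; % of control where 0% means no effect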
#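 His-tagged ERG Ets domain (1 uM in the protein solution; 300mM KCl, 50mM Tris-HCl, 1mM EDTA, 1mM DTT, pH 7.5) received compound, then a probe mix of 5 nM fluorescein-DNA and 100nM Texas-615-DNA. Fluorescence polarization was read for both dyes.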
# GLS inh: blocks human kidney-isoform glutaminase activity; 410,000 compounds, 0.21% hits; O94925; GLS enzymatic activity, qHTS titration; Potency, µM (highest dose often 45.5 µM), for the others: top-dose activity change, negative = inhibition, actives largely listed as inhibitors; AID 624170; further: on the % scale 0 is the no-effect control and ±100 the full control effect
#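 Read-out is an Amplex red fluorescence increase coupled through glutamate oxidase and HRP, measured before and after 30 min room-temperature incubation. hKGA is in 45 mM KH2PO4 (pH 8.2) with 0.02% Tween-20; glutamine added as 1mM solution.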
# ALOX12 inh: blocks human arachidonate 12S-lipoxygenase; P18054; purified 12hLO, xylenol orange hydroperoxide absorbance; Potency, µM (doses to about 108 µM), without a hit: top-dose activity change, negative = inhibition, usual class: inhibitors; 580,000 compounds, 1.1% hits; AID 1671190; further: on the % scale 0 is the no-effect control and ±100 the full control effect
#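 Hydroperoxide product was detected by ferrous iron/xylenol orange as the 573 to 405 nm absorbance ratio. Arachidonic acid at 40 uM (final) was turned over for 30 min at room temperature by 150 nM human 12hLO, pH 7.0 Hepes buffer, after 15 min compound preincubation.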
# HP1b chromo inh: inhibitors of HP1-beta chromodomain binding to methylated histone tails. 390,000 compounds, 0.56% hits. P83916. Potency, µM (top dose mostly 114 µM), for inactives: at the top dose activity change, negative = inhibition, usual class: inhibitors. AID 540317. AlphaScreen HP1-beta / biotin-H3K9me3 peptide binding; further: nearly all actives have a fitted effect of over 70% in size; inactives centre near 23
#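 AlphaScreen: HP1-beta (50 nM) preformed 30 min with biotin-H3(1-18)K9me3 peptide (50 nM) in PBS pH 7.4, 0.01% Tween-20. Compound added for 30 min at RT, then streptavidin donor/nickel chelate acceptor beads (10 ug/mL) for 30 min.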
# RGS4 inhibitor: inhibitors of human regulator of G protein signaling 4 | 390,000 compounds, 0.039% hits | Transcreener GDP fluorescence polarization, RGS4-accelerated GTP hydrolysis | Potency, µM (titrated, usually from 114 µM), for the others: at the top dose activity change, negative = inhibition, usual class: inhibitors | P49798; further: on the % scale 0 is the no-effect control and ±100 the full control effect; nearly all actives have a fitted effect of over 75% in size; some results filed as inactive show a strong effect at the top dose
#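 MLSMR compounds (23 nl, pin-transferred) preincubated 10 min at room temperature with a 500nM (2x) first reagent, then RGS4 at 900nM (2x) plus Transcreener GDP mix added; fluorescence polarization (620/688 nm) read before and after 90 min at 30 °C.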
# Tb PGK inh: T. brucei PGK inhibition; Potency, µM (highest dose often 57.5 µM), inactives show top-dose activity change, negative = inhibition, usual class: inhibitors; PGK/GAPDH coupled, Kinase-Glo luminescence, 60 min; 380,000 compounds, 0.043% hits; AID 602233; further: on the % scale 0 is the no-effect control and ±100 the full control effect; nearly all actives have a fitted effect of over 60% in size
#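 Luminescent ATP detection (Kinase-Glo Plus) follows a 60-minute room-temperature incubation, with wells lacking PGK as controls. Buffer: 100 mM TEA (pH 7.6), 5 mM MgCl2, 0.01% Tween-20. Coupling enzyme GAPDH (100 nM final) supplies unstable 1,3-BPG in-well.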
# rTrxR1 inhibitor: blocks rat thioredoxin reductase 1; recombinant rTrxR1, NADPH fluorescence consumption, selenite substrate; Potency, µM (doses to about 114 µM), without a hit: top-dose activity change, negative = inhibition, hits mostly inhibitors; 390,000 compounds, 1% hits; AID 588453; further: on the % scale 0 is the no-effect control and ±100 the full control effect; nearly all actives have a fitted effect of over 65% in size
#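 Rat TrxR1 (90 nM in the dispensed reagent) was pre-reduced with 400 uM NADPH for 5 min at room temperature, then incubated with compound for 15 min. After 400 uM selenite was added, NADPH fluorescence (Ex 340/Em 450 nm) was followed for 8 min.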
# JMJD2A Tudor: JMJD2A Tudor domain (human) inhibition; AID 504339; O75164; Potency, µM (doses to about 114 µM), for the others: at the top dose activity change, negative = inhibition, usual class: inhibitors; AlphaScreen JMJD2A-Tudor / H3K4me3 peptide binding; 390,000 compounds, 4.4% hits; further: on the % scale 0 is the no-effect control and ±100 the full control effect; nearly all actives have a fitted effect of over 50% in size
# Target sequence (O75164 whole entry, looked up, the tested form may be a part): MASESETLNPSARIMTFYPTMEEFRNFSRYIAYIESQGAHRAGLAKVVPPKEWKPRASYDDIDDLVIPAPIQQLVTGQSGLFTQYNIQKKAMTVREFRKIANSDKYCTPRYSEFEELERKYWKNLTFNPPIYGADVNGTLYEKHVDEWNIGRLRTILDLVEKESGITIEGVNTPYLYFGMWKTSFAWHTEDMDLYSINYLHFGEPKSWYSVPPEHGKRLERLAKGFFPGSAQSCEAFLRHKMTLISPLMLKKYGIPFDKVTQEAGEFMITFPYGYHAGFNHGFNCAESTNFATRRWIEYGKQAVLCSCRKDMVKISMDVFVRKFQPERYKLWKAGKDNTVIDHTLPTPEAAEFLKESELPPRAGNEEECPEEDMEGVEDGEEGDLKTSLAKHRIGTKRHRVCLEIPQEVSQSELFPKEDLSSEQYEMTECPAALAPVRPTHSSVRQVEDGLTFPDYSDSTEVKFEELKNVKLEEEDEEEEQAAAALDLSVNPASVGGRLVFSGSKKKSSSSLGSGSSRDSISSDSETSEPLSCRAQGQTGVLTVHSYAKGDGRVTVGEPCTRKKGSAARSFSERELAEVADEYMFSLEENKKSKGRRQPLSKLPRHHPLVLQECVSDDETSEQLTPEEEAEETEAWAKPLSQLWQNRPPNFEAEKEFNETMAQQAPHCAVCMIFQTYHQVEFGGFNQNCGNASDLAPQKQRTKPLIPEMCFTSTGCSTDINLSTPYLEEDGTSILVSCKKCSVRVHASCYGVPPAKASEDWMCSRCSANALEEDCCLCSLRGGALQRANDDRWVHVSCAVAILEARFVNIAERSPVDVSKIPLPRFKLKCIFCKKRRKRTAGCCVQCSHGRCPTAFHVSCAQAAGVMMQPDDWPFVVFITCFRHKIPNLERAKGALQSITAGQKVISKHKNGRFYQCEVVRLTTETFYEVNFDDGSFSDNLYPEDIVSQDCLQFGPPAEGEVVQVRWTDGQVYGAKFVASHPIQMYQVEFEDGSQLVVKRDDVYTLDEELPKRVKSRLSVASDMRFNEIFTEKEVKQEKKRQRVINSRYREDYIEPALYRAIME
# * hit, by the source's call; i = inactive; ? = inconclusive; · = no result given; & = joins results of further samples; [ ] = another dose, or the depositor's remark. Unless noted, the call rests on the fitted dose curve; in most records, active means well fitted curve in the direction sought with a large enough effect; inconclusive means small, poorly fitted or top-dose-only effect, or another doubt; inactive means no such curve, though single readings can be large; an effect the other way counts as inactive or inconclusive. Potency means the concentration at half of the fitted maximal effect. Only part of the results is shown; the hit share may differ from the screen's.
Molecule	Pin1 inhibitor	ERG Ets-DNA blk	GLS inh	ALOX12 inh	HP1b chromo inh	RGS4 inhibitor	Tb PGK inh	rTrxR1 inhibitor	JMJD2A Tudor
Cc1ccc(S(=O)(=O)N2CCCCC2)cc1NC(=O)Cn1ccsc1=N	4.9%	-9.9%	-2.3%	37.3%[activator]	9.8%	-15.6%	i	18.5%[57.1 µM]	-14.4%
Cc1oc2c(c1C(=O)Nc1ccc(F)c(F)c1)C1=NCCN1C=N2	-2.4%	4.0%	9.0%	-4.3%	29.2%	-19.6%	i	18.3%[57.1 µM]	-21.0%
CC(C)Cc1nnc(NC(=O)CSc2ncn[nH]2)s1	-1.0%	-3.2%	-1.0%	0.0%	50.5%[activator]	-12.5%	-5.2%	24.5%[57.1 µM]	-20.9%
CC(C)(C)c1ccc(C(=O)N2CCN(CCNC(=O)C(=O)NCc3ccc(Cl)cc3)CC2)cc1	?	-0.4%	0.1%	·	38.1%	28.7%	i	2.8%	-14.5%
CC(=O)Nc1ccc(NC(=O)C2CCN(C(=O)c3ccc([N+](=O)[O-])cc3)CC2)cc1	-0.1%	-1.2%	-18.5%	5.0%	48.8%[activator]	-6.0%	-2.4%	16.1%	-4.9%
CCOc1ccc2[nH]c(=O)c(CN(CCN3CCOCC3)Cc3nnnn3C(C)(C)CC)cc2c1	0.5%	-11.0%	10.4%	12.8%	16.9%	18.3%	i	-6.4%[57.1 µM]	-23.3%
COC(=O)[C@H]1[C@@H](C)N(CCc2cc(OC)c(OC)c(OC)c2)C(=O)N[C@H]1c1ccccc1	?	4.9%	3.4%	1.2%	22.7%	2.4%	6.3%	26.0%	-6.4%
Cc1ccc(C)c(CN2CCCN(Cc3ccc(F)cc3)S2(=O)=O)c1	-2.4%	0.9%	5.4%	-23.9%	89.1%[activator]	11.5%	-8.9%	16.8%	62.1%[activator]
CCOc1cc(/C=N/NC(=O)c2ccc(-c3csc(Nc4ccc(C)cc4)n3)cc2)ccc1OCC(=O)O	·	-2.5%	?	?	18.4%	?	12.6µM*	-19.6%[57.1 µM]	?
O=C(C1CC1)N1CCN(c2ccc([N+](=O)[O-])cc2)CC1	5.5%	2.9%	-3.6%	80.1%[activator]	54.5%[activator]	-4.6%	i	-1.1%	-6.6%
CC(=O)c1ccc(NC(=O)CCn2c(=S)oc3ccccc32)cc1	-4.3%	10.1%	-2.7%	0.2%	39.1%[activator]	4.3%	·	23.1%	-10.7%
Cc1ccc(-c2cc(C(=O)O)n(-c3ccc(S(N)(=O)=O)cc3)n2)cc1	-4.0%	11.9%	0.7%	6.9%	60.9%[activator]	-30.9%	-2.3%	10.8%	0.7%
COCCOC(=O)c1[nH]c2c(c1C)C(=O)CC(c1ccc(OC)cc1)C2 (centres undefined)	-3.4%	10.1%	-4.2%	-0.7%	31.4%	15.5%	-6.9%	-1.1%	-0.4%
CC1(C)Cc2ccccc2C(=C(C#N)C#N)N1	7.1%	-15.0%	4.1%	15.7%	19.7%	12.6%	0.0%	14.9%	0.0%[57.1 µM]
Cc1ccc2c(c1)N=C(c1ccccc1)CC(C(Cl)Cl)=N2	?	1.3%	-1.2%	?	4.4%	-35.6%	-22.6%	?	?
Cc1ccc(C(=O)N(Cc2nnc(-c3ccc(Cl)cc3)o2)C2CC2)o1	-1.1%	1.9%	-2.4%	?	35.8%	-0.1%	0.3%	-17.2%	-13.2%
CCn1c2ccccc2c2nnc(SCCN3CCCCC3)nc21	11.2%&-3.6%	-12.5%&1.0%	1.6%&0.6%	?	41.4%&18.3%	-0.9%&-0.6%	-0.5%&-7.6%	-5.0%&7.6%	-15.7%&-17.5%
CCOC(=O)C(C(=O)N(C)C)c1ncc(C(F)(F)F)cc1Cl (centres undefined)	-10.6%	-4.3%	-8.5%	-29.3%	16.1%	34.7%	-0.6%	-10.1%	-3.0%
CCc1ccc2[nH]cc(C(=O)N3CCCCCC3)c(=O)c2c1	0.3%	-8.0%	7.2%	-7.2%	12.2%	9.4%	-1.7%	-10.1%	-2.7%
Cc1ccc(C)c(Cn2c(=O)n(CCCCC(=O)NCc3ccccc3Cl)c(=O)c3ccccc32)c1	2.0%	1.6%	-5.4%	0.0%	71.4%[activator]	-10.0%	i	25.1%	-7.8%
COc1ccccc1OCCNC(=O)C1CC(=O)N(Cc2ccccc2)C1 (centres undefined)	2.4%	7.9%	-13.2%	495.9%[activator]	12.9%	-10.1%	-2.8%	7.5%	1.0%
O=C(/C=C/c1ccccc1)N1CCN(c2ccccn2)CC1	11.4%	2.5%	-9.7%	1.3%	18.3%	-14.8%	-6.9%	-4.6%	-22.9%
CCOc1ccccc1NC(=O)N1CCN(Cc2cc(=O)n3nc(-c4ccc(C)cc4)sc3n2)CC1	5.0%	0.4%	3.8%	0.3%	8.3%[57 µM]	29.3%	10.4%	23.6%[57.1 µM]	-1.0%
N/C(COc1ccccc1)=N\NC(=O)c1cccnc1Oc1ccccc1	-4.5%	-11.2%	21.7%	0.0%	33.4%	-27.8%	-6.5%	-4.4%	-13.0%
CCCCOc1ccc(C(CC(=O)NC)C(=O)O)cc1 (centres undefined)	-5.0%	-2.9%	3.5%	-15.0%	27.8%	-8.9%	-4.8%	8.0%	-16.9%
CCC(CC)NC(=O)Nc1ccccc1C	-1.3%	-2.6%	-1.4%	-22.4%	35.7%	-11.7%	i	10.6%[57.1 µM]	9.7%
O=C(NCc1ccco1)c1csc(Nc2ccccc2Cl)n1	5.0%	-3.4%	1.5%	?	1.3%	-31.2%	0.5%	?	-35.1%
Cn1ncc2c(NNC(=O)c3ccc(Cl)c(Cl)c3)ncnc21	3.2%	-4.4%	26.4%	-2.1%	19.8%	-10.6%	i	0.1%	-5.0%
COC(=O)c1ccc(C(C(=O)NCc2ccccc2)N(Cc2cccs2)C(=O)c2cnccn2)cc1 (centres undefined)	5.0%	-1.9%	0.8%	2.8%	39.2%	-7.7%	i	1.5%	-9.0%
Cc1onc(-c2ccccc2)c1C(=O)N/N=C/c1cccc(O)c1	-2.1%	-0.7%	7.0%	-15.8%	29.8%	-13.1%	i	6.7%	-1.4%[57.1 µM]
Cc1ccccc1-n1nc(SCC(=O)O)sc1=S	-8.6%	-20.1%	0.6%	?	52.4%[activator]	2.4%	i	13.0%	0.3%
CC(C)N1CCC(N2CCN(Cc3ccc(-c4ccccc4Cl)o3)CC2CCO)CC1 (centres undefined)	-3.9%	4.8%	-0.7%	0.1%	15.3%	5.6%	4.4%	-13.7%[57.1 µM]	-30.9%
Cc1ccc(SCc2noc(C(=O)NCC3CCCO3)c2C(=O)O)cc1C (centres undefined)	-4.2%	6.3%	14.3%	?	41.7%[activator]	12.2%	0.5%	11.9%	-11.4%
O=C(O)c1cccc(NC(=O)c2ccc3c(c2)C(=O)N(c2cccc([N+](=O)[O-])c2)C3=O)c1	-9.8%	2.6%	-3.2%	-17.0%	27.8%	9.2%	-2.9%	7.5%	-13.4%
CCOC(=O)C1CCN(C(=O)COC(=O)c2nc3nc(C)cc(C)n3n2)CC1	-0.4%	5.2%	2.8%	1.5%	17.0%	21.0%	5.0%	-4.4%	2.1%
CC1(C)CC(=O)C=C(c2ccc3c(c2)OCO3)C1	-5.4%	-17.4%	0.4%	-5.5%	47.2%[activator]	-9.4%	-1.3%	6.0%	1.4%
CCCCOC(=O)CCc1nc2ccccc2[nH]1	2.7%	3.0%	-9.5%	3.1%	36.3%	-18.8%	-3.8%	6.4%	4.5%
CCOc1ccc(CC(=O)C2C(=O)CC(C)(C)CC2=O)cc1OCC	?	7.5%	-5.7%	?	54.9%[activator]	-35.7%	-2.2%	35.5µM*	17.8µM*
O=C1C=C(c2ccc(F)c(Cl)c2)C[C@@H](c2ccc(F)cc2)C1	-2.5%	-6.0%	0.8%	-6.5%	68.7%[activator]	-5.1%	-0.1%	10.4%[57.1 µM]	14.5%
COc1ccc(S(=O)(=O)N2CCC(N3CCN(Cc4ccccc4)C(=O)C3=O)CC2)cc1	-8.5%	-4.8%	1.6%	-60.1%	19.6%	1.2%	-9.3%	20.2%[57.1 µM]	79.4µM*
CCOc1ccc(Nc2ccc(N3C(=O)CCC3=O)cc2[N+](=O)[O-])cc1	2.5%	-2.4%	0.0%	0.0%	-10.7%	-22.6%	-2.8%	20.0%	-11.3%
Cc1cc(C)n(CC(O)Cn2c3ccccc3c3ccccc32)n1 (centres undefined)	5.0%	8.0%	-9.3%	-13.3%	26.3%	0.2%	-0.5%	6.1%[57.1 µM]	-13.4%
CC[C@]12c3[nH]c4cc(-c5ccco5)ccc4c3CCN1C(=O)[C@@H](CC(=O)NCC13CC4CC(CC(C4)C1)C3)C[C@@H]2C(=O)N1CCN(C(=O)c2ccco2)CC1	64.1%[activator]	25.5%	0.6%	-12.6%	18.1%	?	-1.4%	-21.3%	-32.6%
